# CRFBP-R2 block – CRF-BP/CRF-R2 complex antagonism. HEK293 CRF-R2/CRF-BP, CRF-induced calcium fluorescence. inhibition, % at 11.8 µM. 350,000 tested, 0.59% active. AID 588475;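 active = inhibition of the ligand-induced calcium signal above about 50% at the single tested concentration, limit read from the data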
# CHRM5 agonist – agonists of human muscarinic M5 receptor (CHRM5); 360,000 tested, 0.19% active; CHO-K1 hM5 cells, Fluo-8 calcium fluorescence; 0% DMSO wells, 100% maximal acetylcholine response; AID 624037; activation, % at 3 µM; P08912;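 active = activation above the run's mean over test compounds plus 3 SD, cut at about 23% in these data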;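 note: signal is peak over basal fluorescence ratio across the kinetic read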
# Target sequence (P08912 whole entry, looked up): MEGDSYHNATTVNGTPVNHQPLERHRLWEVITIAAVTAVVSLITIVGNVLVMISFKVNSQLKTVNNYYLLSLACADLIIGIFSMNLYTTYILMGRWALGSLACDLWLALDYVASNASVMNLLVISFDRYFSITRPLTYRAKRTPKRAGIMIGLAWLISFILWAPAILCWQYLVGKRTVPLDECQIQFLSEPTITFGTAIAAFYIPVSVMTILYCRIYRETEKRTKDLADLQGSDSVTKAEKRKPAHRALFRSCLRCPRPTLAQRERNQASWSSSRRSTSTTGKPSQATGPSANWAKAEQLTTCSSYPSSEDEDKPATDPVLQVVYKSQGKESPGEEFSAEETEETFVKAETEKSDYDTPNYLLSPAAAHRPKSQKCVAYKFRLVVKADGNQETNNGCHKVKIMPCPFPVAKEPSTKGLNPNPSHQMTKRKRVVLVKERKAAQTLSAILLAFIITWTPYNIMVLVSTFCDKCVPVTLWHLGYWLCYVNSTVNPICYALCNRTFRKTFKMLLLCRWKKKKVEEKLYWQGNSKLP
# CHRM4 PAM – CHRM4 positive allosteric modulation | CHO-K1 hM4/Gqi5, Fluo-8 calcium fluorescence, ACh EC20; 0% = ACh EC20, 100% = maximal ACh | activation, % at 3 µM | 360,000 tested, 0.4% active | AID 624126;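 active = activation above its plate's cutoff, the mean activation of sample wells plus 3 SD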; note: some results filed as inactive read as strong as hits
# CRFBP-R2 agonist – CRF-BP/CRF-R2 complex agonism; HEK293 CRF-R2/CRF-BP, calcium dye fluorescence (FLIPR); percent of saturating CRF peptide response; activation, % at 13.2 µM; 350,000 tested, 0.46% active; AID 588473;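 active = activation of at least 50%, plus an integration ratio under a set limit after plate pattern correction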;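 note: plate controls were neutral control wells without compound for no effect and CRF at EC100 for full effect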
# TAAR1 agonist – agonists of human TAAR1; Q96RJ0; CHO RD-HGA16 TAAR1, Fluo-8 calcium fluorescence; vehicle wells 0%, saturating PEA agonist 100%; activation, % at 3 µM; 360,000 tested, 0.99% active; AID 624467;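 active = activation above the mean activation of all test compounds in the run plus 3 SD, cut at about 38% in these data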
# Target sequence (Q96RJ0 whole entry, looked up): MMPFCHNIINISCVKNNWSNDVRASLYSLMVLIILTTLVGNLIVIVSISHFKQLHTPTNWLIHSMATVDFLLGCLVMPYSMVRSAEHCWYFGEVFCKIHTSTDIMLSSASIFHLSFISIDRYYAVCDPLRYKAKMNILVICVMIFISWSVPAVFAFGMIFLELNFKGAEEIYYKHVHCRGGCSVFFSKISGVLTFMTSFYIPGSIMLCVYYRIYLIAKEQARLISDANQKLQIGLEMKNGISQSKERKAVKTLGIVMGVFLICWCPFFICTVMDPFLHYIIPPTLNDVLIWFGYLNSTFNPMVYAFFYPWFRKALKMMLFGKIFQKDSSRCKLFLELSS
#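 Assay system – CHO-derived RD-HGA16 cells with stable Gα16 and human TAAR1 · Compound dosing – one-point dosing at 3 µM (nominal) · Incubation – 17-24 h seeding, 75 min 37 °C dye, 30 min RT · Measured by – kinetic Fluo-8 calcium fluorescence · Control set – DMSO vehicle as 0%, PEA at EC100 as 100% · Repeats – single well for each compound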
# TAAR1 antag – antagonists of human TAAR1; CHO RD-HGA16 TAAR1, Fluo-8 calcium fluorescence, antagonist; inhibition, % at 3 µM; 360,000 tested, 1.5% active; AID 624466;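 active = inhibition above a per-plate cutoff, the mean inhibition of test compounds on that plate plus 3 SD, cut at about 49% in these data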;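 note: 0% = DMSO plus EC80 beta-PEA response and 100% = DMSO alone without agonist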
#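 Test system: RD-HGA16 CHO cells with stable hTAAR1 and Gα16 / Probe or stimulus: EC80 β-phenethylamine stimulus / Times: seeding 17-24 h prior, 75-min 37 °C, 30-min RT dye loading / Detection: Fluo-8 calcium-sensitive fluorescence / Read-out basis: % inhibition scaled between DMSO and EC80 PEA controls / Repeats: singlicate, one well per test compound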
# M5 PAM – positive allosteric modulators of human muscarinic M5 receptor; activation, % at 3 µM; CHO-K1 hM5, Fluo-8 calcium, ACh EC20 PAM; 0% = ACh EC20, 100% = ACh EC100; 360,000 tested, 0.3% active; AID 624038; P08912;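 active = activation above the run cutoff, the mean activation of all test compounds plus 3 SD, cut at about 18% in these data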
#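 System: CHO-K1 cell line with stable human muscarinic M5 receptor expression | Also added: EC20 acetylcholine as agonist stimulus | Compound: One concentration, 3 µM final (nominal) | Timing: Fluo-8 loading 80 min at 37 °C plus 30 min room temperature | Measured by: Fluo-8 calcium dye fluorescence, kinetic read | Read-out basis: % activation, ACh-normalized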
# M5 antag – CHRM5 antagonism in calcium assay; P08912; 360,000 tested, 0.59% active; AID 624040; inhibition, % at 3 µM; CHO-hM5 cells, Fluo-8 calcium fluorescence, ACh EC80;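 active = inhibition above a per-plate cutoff, the mean of that plate's test compounds plus 3 SD, cut at about 27% in these data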;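 note: 0% = acetylcholine EC80 with DMSO and 100% = DMSO without agonist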
# CHO-K1 Ca PAM – nonselective activator or artifact in parental CHO-K1 calcium assay | ATP EC20, Fluo-8 calcium fluorescence; 0% at ATP EC20, 100% at ATP max | activation, % at 3 µM | 360,000 tested, 0.02% active | AID 602247;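 active = activation above the run cutoff, the mean activation of all test compounds plus 3 SD, cut at about 40% in these data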;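 note: peak over basal fluorescence ratio in a 140 s read after ATP addition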
# An asterisk follows results filed as active; · = no result given. Not a hit list; overall some 4.2% were active at least once.
# Results follow in this order: CRFBP-R2 block, CHRM5 agonist, CHRM4 PAM, CRFBP-R2 agonist, TAAR1 agonist, TAAR1 antag, M5 PAM, M5 antag, CHO-K1 Ca PAM
O=C(COc1cccc(Cl)c1)Nc1cc(S(=O)(=O)N2CCOCC2)ccc1N1CCOCC1
→ 0.0, -3.1, -19.8, 0.2, -0.6, 14.4, -4.3, 12.3, 5.5
COc1ccc(C(C[N+](=O)[O-])c2c(C)[nH]n(-c3ccccc3)c2=O)cc1 (centres undefined)
→ -17.8, -1.0, -4.5, 2.0, 17.5, -14.2, -0.6, 7.5, 6.8
Cc1c(C(=O)N2CCCCC2)c(S(=O)(=O)Nc2ccc(F)cc2F)c(C)n1C
→ -3.5, -5.9, 5.9, -0.1, -0.4, -19.1, 3.2, 1.4, 7.8
COc1ccc(NS(=O)(=O)c2cccc(C(=O)NCC(c3ccc(OC)cc3)N3CCOCC3)c2)cc1 (centres undefined)
→ -7.1, -5.2, -6.3, -2.7, 4.3, 5.6, -2.8, -1.4, 11.9
Fc1cccc(Nc2ncnc3sccc23)c1
→ -9.5, -3.5, -1.5, -0.6, -0.5, 7.7, 2.0, 4.3, 8.9
COC(=O)c1ccccc1COc1cccn2c(N(C)Cc3cccs3)c(C)nc12
→ ·, 2.5, -9.1, ·, 7.5, 45.1, -16.8, 11.6, -8.0
CCOC(=O)[C@H]1[C@H]2COc3ccc(OC)cc3[C@@H]2N2C(=O)CN(Cc3ccc(Cl)cc3)C(=O)[C@@]12C
→ -7.0, -6.4, -14.2, 2.2, 9.9, 15.5, -16.0, 17.4, 3.2
CSc1nc(N(C)C)nc(N(C#N)CCOC(C)=O)n1
→ 5.4, 3.6, 3.6, 1.2, 6.0, -1.8, 5.9, -8.7, 15.5
O=C(c1coc(=O)c(Br)c1)N1CCCc2ccccc21
→ 16.6, -1.4, -4.5, 2.4, 11.1, 10.6, -4.2, 1.5, 14.6
CC(C)(C)C1CCC(C(=O)NNC(=O)c2ccncc2)CC1 (centres undefined)
→ 10.5, 2.4, 9.1, 0.2, 0.4, -1.7, -1.5, -2.7, -1.4
CCOc1ccc(NS(=O)(=O)c2ccc3[nH]c(=O)c(=O)[nH]c3c2)cc1
→ 1.1, 0.5, -9.4, -4.5, 8.8, 8.2, -9.4, 18.4, 8.7
CCOC(=O)C1=C(C)NC2=C(C(=O)CC(c3ccc(OC)c(OC)c3)C2)C1c1ccc(C)o1 (centres undefined)
→ -14.2, 3.7, 1.7, -1.4, 5.2, -3.6, -4.5, -4.2, 12.1
CC(=O)C1=CCC(c2ccccc2)N(S(C)(=O)=O)C1 (centres undefined)
→ ·, 1.4, -0.7, ·, -0.4, -9.1, 5.3, -6.1, 18.6
CN1CCc2c(sc3c2C(=O)NC(c2ccc4c(c2)OCO4)N3)C1 (centres undefined)
→ -26.8, -3.2, 20.4, 16.9, 0.9, -3.9, 0.9, -3.0, -12.2
Cc1ccc2nc(/C(C#N)=N/O)[nH]c2c1
→ 7.0, 0.5, -2.1, 1.1, 10.7, -18.8, -2.6, -8.6, 14.2
CC(=O)Nc1ccc(-c2ccnc3c2CC(C(=O)NCc2ccccc2)O3)cc1 (centres undefined)
→ ·, 3.8, -3.8, ·, 2.1, -14.6, 2.6, -1.6, 12.7
COCCn1c(SCc2nnc(-c3ccc(OC)c(OC)c3)o2)nnc1-c1ccncc1
→ 1.9, 4.3, -8.8, 1.9, 1.1, -28.9, 9.2, -1.9, 8.1
O=C1COc2ccccc2CN1
→ 3.1, 0.7, 5.0, 1.5, 6.1, -21.9, 1.4, -4.6, 18.6
O=C(/C=C(\c1ccccc1)n1cncn1)c1ccccc1
→ -6.0, -2.6, -3.8, -1.5, 13.6, -5.3, 0.7, 4.4, 20.9
COc1ccc(C(=O)N2CCN(S(=O)(=O)c3ccc(Cl)cc3)CC2)cc1OC
→ 5.1, 0.5, -10.8, -0.8, 1.6, 7.2, -0.6, 2.8, 20.1
CCN(CCCNC(=O)C1CCN(C(=O)c2cc3sccc3n2C)CC1)Cc1ccccc1
→ -0.7, -8.2, -8.2, 0.7, 1.5, -15.2, -1.9, 11.3, 16.4
COC(=O)c1ccncc1C(=O)Nc1ccc(OC)cc1
→ 18.9, -2.1, 2.7, 1.9, ·, ·, -4.2, 8.2, 12.6
O=C(CSc1nc(-c2ccccc2)c(-c2ccccc2)[nH]1)NCC1CCCO1 (centres undefined)
→ -6.5, -0.8, -0.2, 0.1, 5.0, -2.9, 4.2, 10.2, 12.0
CS(=O)(=O)Nc1ccccc1C(=O)Nc1ccc2c(c1)OCCO2
→ 13.7, -0.5, -1.1, -1.3, 7.0, -6.1, -6.8, 6.8, 6.1
Fc1ccc(F)c(C2=NNC(=NCC3CCCO3)SC2)c1 (centres undefined)
→ 8.4, 0.2, -1.4, -1.5, 1.4, 3.7, -0.8, 5.3, 25.5
C/C=C/Cn1c(SCc2ccccc2)nc2c1c(=O)[nH]c(=O)n2C
→ 15.2, -9.7, -4.4, -0.1, 2.2, 22.2, -6.9, -7.8, 9.2
c1coc(CNc2c3c(nc4ccccc24)CCC3)c1
→ 26.6, -3.1, -1.1, 15.3, 3.9, 7.2, 5.8, -1.0, 15.2
O=C(c1ccc(N2CCC3(CC2)OCCO3)c([N+](=O)[O-])c1)N1CCOCC1
→ -3.8, 2.5, 1.8, -1.1, 5.9, -19.5, 8.0, -1.9, -9.4
COc1cc(NC(=O)CSc2nc3[nH]ncc3c(=O)n2-c2ccccc2)cc(OC)c1OC
→ 11.3, 4.4, 3.3, 0.2, 0.1, -22.1, 3.1, 4.2, 3.0
O=C(Cn1nnc2ccccc21)Nc1ccc([N+](=O)[O-])cc1
→ 29.9, -3.0, 16.5, -0.6, 2.4, -1.6, 0.3, 0.8, 13.8

# Next section
# Results follow in this order: CRFBP-R2 block, CHRM5 agonist, CHRM4 PAM, CRFBP-R2 agonist, TAAR1 agonist, TAAR1 antag, M5 PAM, M5 antag, CHO-K1 Ca PAM
CCNC(=O)CC1C(=O)N(c2ccc(C)cc2)C(=O)N1CCC(C)C (centres undefined)
→ -11.5, -2.6, -0.7, -0.7, 4.4, -9.3, -2.5, 0.3, 8.0
CCCNC(=S)Nc1ccc(Nc2ccccc2)cc1
→ -20.6, -0.9, -5.6, -1.3, 7.6, 8.6, -4.7, 1.9, 11.2
CCn1c(SCc2ccc(F)cc2)nnc1-c1nn(-c2ccccc2)ccc1=O
→ -7.8, 2.3, 15.2, -0.2, 11.9, -9.1, 0.2, -2.4, 9.9
Cn1c(SCc2ccc(F)cc2Cl)nc2ccccc2c1=O
→ 8.0, 3.5, 4.2, 3.9, 1.0, -8.1, -1.7, 9.0, 10.1
COc1cc(-c2nnc(SCc3ccccc3Cl)o2)cc(OC)c1OC
→ 22.1, -4.7, 0.0, 4.0, 1.8, 42.7, -7.4, 5.9, 12.7
Cc1cccc(N2CCN(C(=S)c3ccccc3)CC2)c1
→ -7.0, -1.2, 0.2, 1.0, 15.7, 5.1, -7.1, 1.5, -0.3
CC1(C)CC(=O)C=C(c2n[nH]nc2-c2ccccc2)C1
→ -0.3, 2.5, 5.4, -1.5, 0.2, -8.1, -1.8, 6.6, 14.7
Cc1ccccc1NC(=O)c1cnn(-c2ccccc2)c1NC(=O)c1ccco1
→ -5.9, 2.2, 3.7, 1.4, 2.7, -10.2, -2.5, -6.3, -12.6
CN(C)c1ccc(/C=N/N2C(=S)SC(C)(C)C2N(O)C(=O)Nc2ccc([N+](=O)[O-])cc2)cc1 (centres undefined)
→ 5.6, 0.6, -6.5, -1.6, 17.3, 32.0, -13.2, 6.6, -3.5
CC(CCc1ccccc1)NCc1ccncc1 (centres undefined)
→ 13.1, 3.0, -8.8, 2.3, 6.2, 3.8, 4.5, -3.2, 9.3
Cc1ccc(S(=O)(=O)[N-]c2nc3ccccc3nc2-[n+]2cc(C)cc(C)c2)cc1
→ 6.2, 3.2, -5.4, -1.3, 0.0, 3.8, -4.3, 16.1, 10.2
COC(=O)c1cc(=O)n2c(-c3ccc(OC)cc3)csc2n1
→ -0.6, -0.9, 0.9, -1.6, 2.8, -12.1, -2.0, 5.1, -6.0
CSc1cccc(NC(=O)c2[nH]c(C)c(C(C)=O)c2C)c1
→ -7.4, 4.7, -10.4, -1.8, 7.6, 16.9, -6.2, -3.4, -7.9
Cn1nnnc1SCCNC(=O)C1CCC(=O)N(CCc2ccccc2)C1 (centres undefined)
→ -1.4, -2.9, 4.6, 0.7, 3.2, -5.5, 2.1, -3.2, -4.3
Cn1c(SCC(=O)NCc2cccs2)nnc1-c1ccc(S(=O)(=O)N2CCCC2)cc1
→ 1.6, -3.9, -8.7, -0.8, 9.0, 13.3, -3.4, -8.5, 9.1
O=C(CSc1n[nH]c(=O)[nH]c1=O)Nc1c(Cl)cc(Cl)cc1Cl
→ 0.4, 2.4, 2.8, 1.4, 2.8, -7.4, 2.8, -4.5, -10.0
C[C@H](O)[C@@H]1C(=O)N2CCc3c([nH]c4ccccc34)[C@@H]2C[C@@H]1N(C)C(=O)Nc1cc(Cl)cc(Cl)c1
→ 10.0, 1.2, -4.9, 6.6, 4.2, 19.9, -2.4, 0.9, 17.0
O=C(O)c1cccc(CSc2nc(-c3ccccc3)cc(C(F)(F)F)n2)c1
→ 10.6, 2.5, -3.8, -0.3, 1.5, -14.0, -3.0, -4.3, 6.4
CC(C)N1CCCC(C)(C(=O)Nc2cccc(Oc3ccccc3)c2)C1 (centres undefined)
→ ·, -2.1, -6.9, ·, -1.3, -11.0, -0.9, -0.7, 13.6
CC(Cc1c[nH]c2ccccc12)C(=O)NCc1ccco1 (centres undefined)
→ 24.0, -2.8, -0.1, -2.0, 0.0, -5.1, -4.7, 14.8, 7.0
Cc1ccc(C)c(C(=O)CN2C(=O)c3ccccc3S2(=O)=O)c1
→ -9.7, 0.5, 9.9, -0.7, 8.7, 18.3, -4.2, 1.1, 16.9
CN1CCN(C2=Cc3ccccc3Sc3cc(F)ccc32)CC1
→ -23.2, -13.1, -16.4, -0.8, 32.6, 0.8, -42.9, 27.7*, 16.9
C=CCn1c(SCC(N)=O)nc2nc3c(cc2c1=O)COC(C)(C)C3
→ 2.2, 0.1, 17.1, -0.3, -1.1, -3.6, 5.7, 5.0, 10.8
Clc1ccccc1Sc1cnc2ccccc2n1
→ -2.7, -0.3, 3.7, 2.9, 15.1, -24.9, -3.6, -0.5, 16.5
O=C(c1ccc(F)cc1Cl)N(c1ccccn1)C1CCCCC1
→ -4.2, -2.1, 1.4, -0.5, 3.0, -15.6, 2.1, 5.3, 1.5

# Limited to CHO-K1 Ca PAM, for four of the compounds above:
molecule,CHO-K1 Ca PAM
O=C(O)c1cccc(CSc2nc(-c3ccccc3)cc(C(F)(F)F)n2)c1,6.4
CC(C)N1CCCC(C)(C(=O)Nc2cccc(Oc3ccccc3)c2)C1 (centres undefined),13.6
CC(Cc1c[nH]c2ccccc12)C(=O)NCc1ccco1 (centres undefined),7.0
Cc1ccc(C)c(C(=O)CN2C(=O)c3ccccc3S2(=O)=O)c1,16.9

# Source: PubChem
